Screening data as filed in PubChem.
Efflux pump inh: inhibitors of Candida antifungal efflux pumps expressed in yeast. S. cerevisiae Candida pump triplex, Nile Red efflux. inhibition, % at 10 µM. hit rate 0.44% among 330,000. AID 485275;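 active means plate passing quality check with inhibition over a set limit, or well fluorescence over plate mean plus 4 SD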;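 further: Nile Red retained in pooled yeast measured as flow cytometry median fluorescence; 0% = buffer negative control and 100% = Enniatin B positive control; higher means more Nile Red kept so more efflux inhibition; some compounds called inactive have numbers as strong as hits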
MCL1-BIM inh: MCL1-BIM-BH3 interaction inhibition (human); GST-MCL1 / FITC-Bim-BH3 fluorescence polarization; inhibition, % at 10.9 µM; hit rate 0.68% among 320,000; AID 2057;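 active means inhibition above the mean inhibition of all tested compounds plus 3 SD, set per campaign, cut at about 40% in these data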;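 further: 0% = DMSO wells and 100% = unlabeled Bim-BH3 peptide control; higher means more loss of mP so more displacement of Bim peptide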
MEX-5 binding: C. elegans MEX-5 TCR-2 RNA binding activity; Q9XUB2; MEX-5/FITC-TCR2 RNA binding, fluorescence polarization; hits give low values; activity score (negative = inhibition of binding), % at 10 µM; hit rate 0.38% among 300,000;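 active means inhibition past about -25% in most replicates, and total fluorescence under double the plate's negative control median, limit read from the data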;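 further: 0% = DMSO and -100% = 5 µM competing unlabeled TCR2 RNA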
EBNA-1 inh: blocks EBNA-1 binding to DNA. hit rate 0.34% among 300,000. EBNA-1 DNA binding, fluorescence polarization. inhibition, % at 14.8 µM. AID 1950; in the data active means inhibition above about 28%
BCLXL inh: Bcl-xL (human) inhibition; AID 2129; GST-Bcl-xL / FITC-Bim BH3 peptide fluorescence polarization; hit rate 0.7% among 320,000; inhibition, % at 10.9 µM;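 active means inhibition above the mean of all tested compounds plus 3 SD, cutoff set per campaign, cut at about 30% in these data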;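 further: 0% = DMSO wells and 100% = unlabeled Bim-BH3 peptide competitor; inhibitors lower millipolarization by displacing the labeled peptide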
Target sequence (Q07817 whole entry, looked up): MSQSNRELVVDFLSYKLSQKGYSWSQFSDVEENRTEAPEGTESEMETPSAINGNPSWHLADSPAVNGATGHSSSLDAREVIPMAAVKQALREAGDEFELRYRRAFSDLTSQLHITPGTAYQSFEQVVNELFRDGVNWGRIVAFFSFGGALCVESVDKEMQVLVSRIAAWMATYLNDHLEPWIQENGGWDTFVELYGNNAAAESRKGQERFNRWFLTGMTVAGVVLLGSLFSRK
GLD-1 RNA inh: GLD-1-TGE RNA interaction inhibition (C. elegans). Q17339. purified GLD-1 + fluorescein TGE RNA, fluorescence polarization. inhibition, % at 5.96 µM. hit rate 0.44% among 320,000. AID 2280;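 active means percent inhibition above a per-plate cutoff, the plate mean of test compounds plus 3 SD, cut at about 30% in these data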;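 further: 0% = DMSO wells with GLD-1 and probe and 100% = wells lacking GLD-1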
Target sequence (Q17339 whole entry, looked up): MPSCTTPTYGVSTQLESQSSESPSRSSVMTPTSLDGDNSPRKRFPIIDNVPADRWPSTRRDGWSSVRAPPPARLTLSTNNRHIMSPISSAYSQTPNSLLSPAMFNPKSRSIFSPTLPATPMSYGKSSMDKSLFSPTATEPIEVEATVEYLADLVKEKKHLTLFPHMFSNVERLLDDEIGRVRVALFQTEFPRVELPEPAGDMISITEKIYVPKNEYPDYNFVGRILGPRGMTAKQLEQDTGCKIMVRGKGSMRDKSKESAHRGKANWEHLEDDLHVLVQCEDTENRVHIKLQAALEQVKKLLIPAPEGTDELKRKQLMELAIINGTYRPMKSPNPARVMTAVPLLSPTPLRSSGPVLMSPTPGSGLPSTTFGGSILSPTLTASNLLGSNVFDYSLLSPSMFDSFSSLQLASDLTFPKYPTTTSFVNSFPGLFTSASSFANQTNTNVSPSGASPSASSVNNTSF
Fam108B inh: Fam108B inhibition, counter-screen for RBBP9 inhibitors; recombinant Fam108B, FP-Rh probe fluorescence polarization; inhibition, % at 9.51 µM; hit rate 0.33% among 300,000; AID 1947;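 active means inhibition above the screen mean inhibition plus 3 SD, computed separately per campaign, cut at about 18% in these data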;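 further: inhibitors lower polarization as less probe binds the enzyme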
ZTA counter: blocks Epstein-Barr virus ZTA, an EBNA-1 counter-screen; inhibition, % at 11 µM; ZTA-DNA binding, fluorescence polarization; hit rate 0.15% among 320,000; AID 2234; in the data active means inhibition above about 33%
Target sequence (P03206 whole entry, looked up): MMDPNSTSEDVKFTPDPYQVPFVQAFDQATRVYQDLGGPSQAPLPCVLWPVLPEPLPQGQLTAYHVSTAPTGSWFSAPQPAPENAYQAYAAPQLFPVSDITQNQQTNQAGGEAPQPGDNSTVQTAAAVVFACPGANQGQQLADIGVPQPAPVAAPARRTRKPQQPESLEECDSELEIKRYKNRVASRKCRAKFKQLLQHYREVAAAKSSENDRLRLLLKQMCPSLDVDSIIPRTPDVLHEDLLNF
Yeast superoxide: yeast age-related superoxide inhibition as caloric restriction mimetic. superoxide response (% of plate mean), % at 10 µM. AID 2690. S. cerevisiae aged cells, superoxide DHE fluorescence; hits give low values. hit rate 0.18% among 330,000;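 active means superoxide response under a set limit, about three screen SD below normal, cut at about 65% in these data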;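 further: yeast aged for seven days with compound at 30 °C before DHE staining; 100% = average MFI of all compound-treated wells on the plate with controls excluded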
Starred values were filed as active, the others as inactive; nt = no result given.

SMILES	Efflux pump inh	MCL1-BIM inh	MEX-5 binding	EBNA-1 inh	BCLXL inh	GLD-1 RNA inh	Fam108B inh	ZTA counter	Yeast superoxide
OC1CNCc2cc3c(cc21)OCCO3 (configuration not stated)	0.1	0	0.1	8	8	5	1	-16	90
Cc1cccnc1NC(=O)CCc1c[nH]c2ccccc12	-0.1	-4	3.8	-14	3	4	-2	-6	112
O=C(CSc1nnc(-c2ccncc2)n1CC1CCCO1)Nc1cccc(O)c1 (configuration not stated)	0.1	-2	3.0	-1	-4	7	-1	-16	96
Cc1ccc(C(=O)Nc2ccc(F)cc2)o1	0.3	8	2.5	5	4	10	1	18	101
FC(F)Oc1ccccc1/C=N/Nc1nc2ccccc2o1	0.3	8	-0.5	-17	4	-8	0	3	89
COc1cc(/C=C/C(=O)OCC(=O)c2c(N)n(C)c(=O)n(C)c2=O)ccc1OCC#N	0.0	-1	0.6	1	-5	-10	1	3	87
CC1Cc2cc(S(=O)(=O)N3CCC(C(=O)N4CCCCC4)CC3)ccc2N1C(=O)C1CC1 (configuration not stated)	0.0	6	-0.9	1	3	-2	4	1	91
COC(=O)c1cc(=O)n2c(-c3ccccc3)csc2n1	0.1	0	-0.1	12	1	4	0	1	100
CCOc1ccc(C(=O)NCC2CCCN2S(=O)(=O)c2cccs2)cc1 (configuration not stated)	0.1	-3	-2.4	7	-1	0	4	-2	104
O=C(Nc1ccccn1)C1(c2cccs2)CCOCC1	-8.9	-5	0.3	-4	0	3	6	-4	97
COc1ccccc1C1/C(=C(\O)c2ccc3c(c2)OCCO3)C(=O)C(=O)N1Cc1cccnc1 (configuration not stated)	-0.8	-5	-1.7	4	2	-2	-4	14	84
Cc1ccc(NC(=O)CC2=NC(=O)C(CC(=O)Nc3ccccc3C)S2)cc1 (configuration not stated)	0.2	0	-1.9	-11	0	-1	0	-3	109
O=C(Cc1ccc(F)cc1)N/N=C/c1ccccn1	-0.5	5	0.4	-3	2	10	-3	-8	85
CN(C)c1ccc(-c2noc(C3CCN(S(=O)(=O)c4ccc(C(=O)O)cc4)CC3)n2)cc1	0.1	1	0.1	2	-1	8	-2	7	144
COc1ccc(C(=O)Nc2ccncc2)cc1S(=O)(=O)N1CCOCC1	0.1	8	nt	nt	7	-1	nt	3	77
CC(=O)c1ccc(NC(=O)CN2C(=O)NC(C)(C3CCCCC3)C2=O)cc1 (configuration not stated)	-0.1	-1	nt	nt	-1	-7	nt	-3	102
COc1ccc(OC(=O)COc2cc(C)ccc2C)cc1	-0.1	-2	1.9	-10	8	0	-3	-7	95
CCC(C)(C(=O)NC1CCCCC1)N(Cc1cccs1)C(=O)Cc1cccs1 (configuration not stated)	-0.1	1	2.2	8	-1	1	-1	20	102
O=C(O)c1ccc(N2CCCCS2(=O)=O)cc1	0.3	2	-1.3	-10	3	1	-3	6	109
O=Cc1c(Sc2ccccn2)nc2ccccn2c1=O	0.1	63*	3.7	-10	53*	24	2	12	95
CC(C)c1c(O)nc(SCCC(=O)O)[nH]c1=O	0.2	10	-0.2	-3	7	0	1	-13	93
CC(=O)Nc1ccc(S(=O)(=O)N(C)CC(=O)OCC(=O)N(C)C2CCS(=O)(=O)C2)cc1 (configuration not stated)	0.3	-12	0.1	-9	-4	2	-2	-13	100
O=c1[nH]c(=O)n(Cc2ccccc2)c2nc(-c3ccc(Oc4ccc(F)cc4)c([N+](=O)[O-])c3)n(CCO)c12	0.0	6	1.7	-8	3	5	-2	-15	108
Cc1ccccc1NC(=O)n1ncc2cc(Cl)ccc21	1.7	-15	0.8	0	-1	-3	-2	4	111
Cc1ccccc1C(=O)NC(=S)NCc1cccnc1	0.0	6	1.9	-3	4	-3	2	-5	103

Reprinted from the part before: 2 compounds, followed by the next part.
SMILES	Efflux pump inh	MCL1-BIM inh	MEX-5 binding	EBNA-1 inh	BCLXL inh	GLD-1 RNA inh	Fam108B inh	ZTA counter	Yeast superoxide
Cc1ccccc1NC(=O)n1ncc2cc(Cl)ccc21	1.7	-15	0.8	0	-1	-3	-2	4	111
Cc1ccccc1C(=O)NC(=S)NCc1cccnc1	0.0	6	1.9	-3	4	-3	2	-5	103
COc1ccccc1CNc1ncccc1[N+](=O)[O-]	0.2	3	2.5	-3	2	-4	-2	1	99
O=C(Cc1cccc2ccccc12)Nc1ccc(OC(F)F)c(Cl)c1	-0.3	9	-3.3	8	8	0	-24	26	76
COc1cc(CN(C(=O)c2ccco2)c2ccc(C)cc2)ccc1O	-0.1	4	0.6	16	-2	3	-1	8	90
CCC1CCCCN1Cc1cc(OC)c(O)c([N+](=O)[O-])c1 (configuration not stated)	0.0	-1	1.1	2	-2	-2	-1	3	109
COc1ccc(S(=O)(=O)N2CCOCC2)cc1NC(=O)Cc1coc2cc(C)c(C)cc12	0.1	-1	3.6	-13	-2	-4	-4	-6	114
COc1ccc(C(=O)O/N=C(\N)c2ccccc2)c(OC)c1	-0.1	11	1.3	-7	5	4	3	16	116
O=C1NN(c2cccc(Br)c2)C(=O)/C1=C/c1cccs1	-0.2	7	0.3	8	5	-1	0	7	96
CCCCCCCn1c(=N)n(CC(O)c2ccco2)c2ccccc21 (configuration not stated)	-0.1	2	1.9	0	5	-1	-4	1	96
COc1cc(SC)ccc1C(=O)NCCNC(=O)c1nonc1N	0.0	-4	-0.4	-1	4	-6	0	6	98
COc1cc(CC(=O)NCC2COc3ccccc3O2)cc(OC)c1OC (configuration not stated)	0.0	-5	nt	2	-1	2	-2	-9	80
Cc1ccc(C)c(N=Nc2ccc(O)c3ncccc23)c1	-0.1	7	-1.2	13	-1	8	3	1	118
O=c1oc2c(CN3CCOCC3)c(O)ccc2c2c1CCCC2	-0.1	3	0.3	5	1	4	4	1	84
Cc1cc(Cl)c(OCCCNCc2ccccc2)c(Br)c1	0.5	-6	0.2	-2	5	2	0	-2	117
Cc1ccccc1NC1=NS(=O)(=O)c2ccccc21	-0.7	-7	-1.5	-6	1	5	-6	-12	88
C=CCn1c(SCC(=O)Nc2ccc(F)cc2)nc2cc(C(=O)O)ccc2c1=O	0.7	2	2.7	-7	0	0	-2	-4	86
COCCCNC(=O)CC(=O)N/N=C\c1ccc(SC)cc1	-0.5	6	1.3	3	5	-1	0	2	98
CCCCCn1c(SCC#N)nc2cc(C(=O)NCC3CCCO3)ccc2c1=O (configuration not stated)	-0.2	10	-0.5	9	7	4	-3	-2	96
CCc1ccc(NC(=O)c2ccc(OC)c([N+](=O)[O-])c2)cc1	0.4	8	1.6	-3	6	-1	3	-2	96
C=CCSc1nnc(N2C(=O)C(O)=C(C(=O)c3ccco3)C2c2ccc(F)cc2)s1 (configuration not stated)	0.2	29	-10	-4	52*	45*	-5	6	122
O=[N+]([O-])c1ccccc1/C=C/C=N/n1c(-c2ccco2)n[nH]c1=S	0.1	6	0.9	-1	-12	2	1	8	83
COCCNC(=O)Cn1cc(/C=C(\C#N)C(=O)NC2CCCC2)c2ccccc21	0.0	0	0.9	-15	-2	3	-3	-10	94
Cc1cccc(C(=O)NCC(=O)OCC(=O)N2CCN(S(=O)(=O)c3ccc(C)cc3C)CC2)c1	0.7	-7	nt	nt	-11	0	nt	4	96
Cc1nc2ccccc2c(C)c1CC(=O)N(CC(C)C)c1c(N)n(Cc2ccccc2)c(=O)[nH]c1=O	-0.1	6	1.6	8	8	3	-1	1	103
CC1CN(C)C(c2ccccc2)C(C)C12NC(=O)NC2=O (configuration not stated)	-0.1	5	nt	-5	0	2	-4	3	96
CCN(CC)C(=O)CSc1nnc(-c2ccncc2)n1N	5.9*	5	-1.4	2	5	5	3	4	91

New compounds follow.
SMILES	Efflux pump inh	MCL1-BIM inh	MEX-5 binding	EBNA-1 inh	BCLXL inh	GLD-1 RNA inh	Fam108B inh	ZTA counter	Yeast superoxide
Cc1c(Cl)cccc1NC(=S)NCc1ccco1	-0.1	7	2.6	4	6	4	4	-2	93
COc1cc(CNC2CCC(C)C2)cc(OC)c1 (configuration not stated)	0.4	-3	0.2	-1	-1	-4	-3	8	119
Cc1ccc(NC(CC(=O)c2ccccc2)c2ccc(F)cc2)cc1 (configuration not stated)	0.0	4	-0.3	7	3	7	6	10	104
CCOC(=O)c1ccc(NC2=CC(=O)CC(c3ccco3)C2)cc1 (configuration not stated)	0.0	7	1.5	-3	6	-5	5	25	100
CC1CC(=O)N(c2ccc(NCCc3ccccc3)c([N+](=O)[O-])c2)C1=O (configuration not stated)	0.2	-2	1.7	-6	2	-1	-4	6	100
Cc1cccc(C(=O)Nc2nnc(SCC(=O)Nc3ccc4c(c3)oc3ccccc34)s2)c1	4.2*	-25	1.7	-2	-15	0	-2	1	89
Cc1ccc(S(=O)(=O)/N=C(\N)Nc2nc(C)c3cc(C)c(C)cc3n2)cc1	-0.1	2	1.5	38*	2	1	-25	8	86
O=C(CSc1ncccn1)N/N=C/c1ccc(OC2CSC2)cc1	-0.1	-4	-3.1	1	6	2	5	-15	117
COc1ccc(CN2CCN(Cc3cn(C)nc3-c3ccccc3)CC2CCO)c(C)c1C (configuration not stated)	0.1	0	-0.4	-2	6	1	-5	8	86
CCOc1ccc(Br)cc1S(=O)(=O)N1CCCN(C)CC1	0.0	-1	-1.4	-3	4	0	4	10	119
Cc1cc2c(c(SCC(N)=O)n1)C(=O)OC2	0.0	-3	1.0	1	3	1	0	4	92
Cc1nnc(SCC(=O)NC2CCCC2)s1	-0.2	-8	-1.1	-7	-4	-7	5	-22	89
O=C(Cc1cccs1)Nc1ccccn1	-0.3	14	-0.8	2	10	1	-1	-22	101
CC1(C)Cc2c(c(N3CCOCC3)nc3snc(Br)c23)CO1	0.0	5	-0.3	4	7	-2	1	10	103
O=C(CCS(=O)(=O)c1ccccc1)NC12CC3CC(CC(C3)C1)C2	0.0	-3	0.8	9	-2	5	0	14	96
CC(=O)Nc1ccc(SC[C@H](Cc2ccccc2)N2CC[C@@H](O)CCC2=O)cc1	0.0	7	nt	nt	5	-2	nt	-4	108
O=C(NC(O)C(=O)c1ccc(F)cc1)c1ccc(F)cc1 (configuration not stated)	0.1	-1	0.2	2	6	1	1	2	97
Cc1ccc(S(=O)(=O)N2CCN(CCNC(=O)C(=O)NCc3ccccc3)CC2)cc1	0.0	7	1.9	4	6	6	2	5	89
O=C(O)C1C2CCC(C2)C1C(=O)Nc1nc2ccccc2s1 (configuration not stated)	0.1	2	-3.5	-5	0	-3	-3	19	99
Cc1oc(C(N)=O)cc1COc1ccc(C(N)=O)cc1	0.0	-1	-0.8	4	3	1	-4	3	102
O=C(NCCc1ccccc1)C(=O)c1cn(CC(=O)N2CCCC2)c2ccccc12	-1.1	1	-1.2	4	6	-1	1	-12	104
N#CC1=C(N)Oc2c(ccc3cccnc23)C1c1ccncc1 (configuration not stated)	0.1	12	-0.8	-9	9	5	-4	-3	109
COC(=O)Cc1ccc(NC(=S)N2CCN(C(=O)C3CCCO3)CC2)cc1 (configuration not stated)	0.0	4	-2.1	-9	4	1	3	5	94
N=c1n(Cc2ccccc2Cl)c2ccccc2n1CC(O)c1ccco1 (configuration not stated)	0.0	-6	0.4	2	-3	4	-2	3	92
O=C(CN1C(=O)c2ccccc2C1=O)Nc1cccc([N+](=O)[O-])c1	0.0	-6	2.1	15	-5	-6	-3	28	115

Structures shown so far that have bromine, in the order listed:
SMILES	Efflux pump inh	MCL1-BIM inh	MEX-5 binding	EBNA-1 inh	BCLXL inh	GLD-1 RNA inh	Fam108B inh	ZTA counter	Yeast superoxide
O=C1NN(c2cccc(Br)c2)C(=O)/C1=C/c1cccs1	-0.2	7	0.3	8	5	-1	0	7	96
Cc1cc(Cl)c(OCCCNCc2ccccc2)c(Br)c1	0.5	-6	0.2	-2	5	2	0	-2	117
CCOc1ccc(Br)cc1S(=O)(=O)N1CCCN(C)CC1	0.0	-1	-1.4	-3	4	0	4	10	119
CC1(C)Cc2c(c(N3CCOCC3)nc3snc(Br)c23)CO1	0.0	5	-0.3	4	7	-2	1	10	103
